FN deposit inh = fibronectin deposition inhibition; inhibition, % at 12.6 µM; 350,000 tested, 0.086% active; AID 743247; AH1F fibroblasts, Alexa488-fibronectin deposition fluorescence, overnight;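 active = mean inhibition across replicates of 30% or more, regardless of how many single replicates reach that level; inconclusive = mean under 30% yet at least half of replicates reach 30%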;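 note: positive control wells lacked labelled fibronectin entirely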
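Test system: AH1F fibroblast monolayer depositing Alexa488-labelled fibronectin into matrix. Input: 10000 cells per well. Technique: fluorescence, ex 485 nm, em 525 nm. Buffer or medium: DMEM plus 2% serum, read in PBS. Timing: 1 h cell adhesion before compound, then overnight fibronectin incubation. Compound: single dose, pinned. Read-out basis: inhibition from reduced deposited-fibronectin fluorescence.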
EWS-Fli inh = EWS/Fli transcriptional activity inhibition | AID 651661 | 350,000 tested, 0.67% active | inhibition, % at 12.6 µM | A673 NR0B1-luciferase reporter, viability-normalised;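 active = mean inhibition of at least 50% after viability correction, with every replicate also passing that limit; inconclusive = mean reaches 50% but only one of two replicates passes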;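 note: firefly luciferase signal divided by Alamar Blue viability fluorescence both relative to DMSO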
RAD52 anneal inh = inhibitors of human RAD52 DNA annealing; P43351; recombinant RAD52 DNA annealing, FRET fluorescence; inhibition, % at 18.7 µM; 360,000 tested, 0.46% active;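 active = every replicate showing at least 50% inhibition; inconclusive = mean inhibition at least 50% but not in every replicate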
esBAF inh = SWI/SNF esBAF complex inhibition; mouse ES cells, Bmi1-luciferase knock-in reporter, 24 h; 100% = twice the neutral-well signal; reporter increase, % at 12.5 µM; 350,000 tested, 2% active; AID 602393; in the data active = activation above about 40%; inconclusive = no clear call, values can overlap the other calls;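 note: 0% = median of the plate's neutral control wells and 100% = double that signal; a rise in the Bmi1 reporter signal indicates esBAF inhibition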
S100A4 MyoIIA = S100A4-myosin IIA interaction inhibition; inhibition, % at 10.7 µM; 360,000 tested, 0.14% active; S100A4/TAMRA-MyoIIA peptide fluorescence polarization;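 active = mean inhibition of at least 70% across replicates, with every replicate also reaching that level; inconclusive = mean inhibition reaches 70% but some replicates fall short; inactive = mean inhibition below 70%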
Target sequence (P26447 whole entry, looked up): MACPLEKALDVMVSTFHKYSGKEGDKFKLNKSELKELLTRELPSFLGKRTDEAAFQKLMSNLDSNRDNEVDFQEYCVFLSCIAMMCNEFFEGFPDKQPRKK
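Assay system: human S100A4 monomer with TAMRA-labelled myosin IIA peptide / Buffer or medium: Calcium-containing HEPES buffer, pH 7.2 / Reagent: TAMRA-labelled myosin IIA heavy-chain peptide probe, 5 nM / Compound: one dose per compound / Timing: polarization read 5 min after assay mix addition, stable 5–60 min / Benchmarks: neutral control DMSO, positive control TFP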
RAD54 branch = RAD54 (human) branch migration inhibition. RAD54 Holliday junction branch migration, FAM/BHQ fluorescence. inhibition, % at 10.4 µM. 360,000 tested, 0.14% active. AID 602329;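 active = mean normalized replicate activity at least 40 and at least half of replicates scoring 40 or more; inconclusive = only one of the two criteria met; inactive = mean below 40 and under half of replicates reaching 40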;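 note: 0% = median of neutral control wells and 100% = median of positive control wells; inhibitors cause a drop in the FAM fluorescence signal; in these data hits start at about 50%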
Target sequence (Q92698 whole entry, looked up): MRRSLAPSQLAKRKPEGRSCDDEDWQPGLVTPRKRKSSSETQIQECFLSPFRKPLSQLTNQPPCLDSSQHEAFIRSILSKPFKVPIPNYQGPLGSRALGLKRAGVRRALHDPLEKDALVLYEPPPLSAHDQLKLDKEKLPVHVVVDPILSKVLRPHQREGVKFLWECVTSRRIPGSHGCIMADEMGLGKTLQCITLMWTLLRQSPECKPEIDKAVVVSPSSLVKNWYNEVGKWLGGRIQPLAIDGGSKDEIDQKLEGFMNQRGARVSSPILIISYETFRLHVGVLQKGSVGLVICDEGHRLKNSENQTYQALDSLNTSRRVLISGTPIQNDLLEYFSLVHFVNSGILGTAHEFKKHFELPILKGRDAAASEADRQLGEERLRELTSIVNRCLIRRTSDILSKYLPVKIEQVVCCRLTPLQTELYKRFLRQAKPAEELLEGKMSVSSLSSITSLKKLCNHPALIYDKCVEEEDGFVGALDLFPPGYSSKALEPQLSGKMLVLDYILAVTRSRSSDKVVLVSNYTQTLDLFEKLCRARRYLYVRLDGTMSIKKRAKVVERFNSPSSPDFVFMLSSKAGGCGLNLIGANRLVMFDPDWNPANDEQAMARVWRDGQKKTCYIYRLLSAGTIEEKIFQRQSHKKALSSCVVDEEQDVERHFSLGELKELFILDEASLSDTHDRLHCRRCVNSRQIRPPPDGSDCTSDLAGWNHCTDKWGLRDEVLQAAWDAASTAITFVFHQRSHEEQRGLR
XiGFP reactiv = X-chromosome reactivation activator. AID 743238. XiGFP mouse fibroblasts, % GFP-positive cells imaging, 3 d; cells co-treated with 5-aza-dC sensitizer; scaled so ellipticine positive control = 100%. activation, % at 7.58 µM. 360,000 tested, 0.055% active;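 active = mean normalized replicate activation at least 10% and every replicate at or above 10%; inconclusive = only one of the two criteria met; inactive = mean below 10% and not all replicates reach 10%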;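 note: 0% = median of on-plate neutral control wells and 100% = ellipticine 6 µM median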
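Assay system – SV40-immortalized XiGFP fibroblast cells, line 68-5-11 · Buffer or medium – DMEM supplemented with 5-aza-dC as sensitizing agent · Dosing – one concentration, pinned · Benchmarks – positive control ellipticine, 6 µM final · Times – 3 days compound exposure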
E-sel inducer = induces E-selectin expression in human endothelial cells | activation, % at 7.58 µM | 260,000 tested, 0.37% active | HUVEC E-selectin immunofluorescence imaging; normalized: neutral wells 0, TNF-alpha wells 100 | P16581 | AID 686992;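 active = mean E-selectin-positive cell signal at least 10% of the positive control, reached in at least 60% of replicates, without over 20% cell loss; inconclusive = no rule given, readout overlaps actives, possibly toxicity-flagged; inactive = the rest, including those meeting only one limit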;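 note: in these data hits start at about 27%; measured in HUVEC primary endothelial cells; signal is the percent of cells scored E-selectin positive by PE staining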
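Test system – human umbilical vein endothelial cells (HUVEC), E-selectin induction · Input – 3,000 HUVEC seeded per well · Buffer or medium – EGM-2, gelatin · Compound dosing – single-point compound dose · Detection – immunofluorescence imaging · Measure – percent E-selectin-positive cells · Controls – TNF-alpha high, DMSO low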
* hit, by the source's call; u = inconclusive; x = not tested or not shown; & = joins results of further samples; ! = a repeat was not active.

Results follow in this order: FN deposit inh, EWS-Fli inh, RAD52 anneal inh, esBAF inh, S100A4 MyoIIA, RAD54 branch, XiGFP reactiv, E-sel inducer
1: Cc1nc(SCC(=O)Nc2nnc(C(C)C)s2)n[nH]1
    0, -3, 1, -8, 1, -7, 0.1, x
2: O=C(Nc1cc(F)ccc1F)N1CC(=O)N2[C@H](C1)[C@@H](c1ccc(C#CC3CCCC3)cc1)[C@@H]2CO
    -4, 4, -11, x, 13, x, 0.0, 0.8
3: CC(=O)/C(=N/Nc1ccc([N+](=O)[O-])cc1)N1CCCc2ccccc21
    4, 6, 1, -7, 1, -19, -0.1, x
4: CN1C(=O)CC(=O)N(C)c2cc(S(=O)(=O)N(C)Cc3ccccc3)ccc21
    -1, 4, 0, 9, 14, 2, 0.3, x
5: Cc1ccccc1NC(=O)COC(=O)COc1ccc2ccc(=O)oc2c1
    3, 4, -5, 5, 0, 8, 0.0, x
6: CCCc1cn(CC[C@H]2CC[C@@H](NC(=O)C3CCCC3)[C@@H](CO)O2)nn1
    -14, 7, 1, -2, 6, -17, 0.1, 0.0
7: O=C(O)Cc1sc(NCc2ccco2)nc1-c1ccccc1
    7, -4, -53, 1, -15, -2, 0.3, x
8: CCN(Cc1ccccc1)C(=O)COC(=O)c1cc(S(=O)(=O)Nc2ccccc2OC)ccc1O
    13, -3, -74, 9, 0, -23, 0.7, 0.2
9: O=C(Nc1ccc(C(F)(F)F)cc1)N1C[C@@H]2N[C@H](C1)C2c1ccc(-c2ccccc2)cc1 (stereo not given in full)
    -10&-7, -9&-8, 79*!, x, 10&25, x, 0.1&0.2, -0.1&0.3
10: CC(C)COC(=O)N1CCCC1C(=O)O (stereo not given)
    5, x, -17, 2, 1, 4, x, x
11: CO[C@@H]1CN(C)C(=O)c2ccc(NC(=O)C3CC3)cc2OC[C@H](C)N(CCc2ccccc2)C[C@H]1C
    5, x, -6, x, -16, x, -0.3, 0.1
12: CCCNC(=O)Cn1cnc2sc(C(=O)Nc3ccc4c(c3)OCO4)c(C)c2c1=O
    x, -14, -10, 10, -20, 11, x, x
13: CC(C)[C@H]1C(=O)Nc2ccccc2N1C(=O)N[C@@H](Cc1ccccc1)C(=O)N[C@@H](Cc1ccccc1)C(=O)O
    x, 9, 7, 3, -4, -5, x, x
14: CC(C)(C)C(=O)COC(=O)c1cc(S(=O)(=O)N2CCCCC2)ccc1N1CCOCC1
    -1, 8, 4, x, 2, -3, -0.1, -0.4
15: CSc1ccc(NC(=O)CSc2nc3[nH]c(=O)cc(O)c3s2)cc1
    2, 0, -38, -2, -3, 7, 0.1, 0.3
16: Cc1cccc(OCC(=O)NS(=O)(=O)c2ccc(Br)cc2)c1
    0, 7, -9, x, -7, 1, 0.4, -0.3
17: COC(=O)c1ccc2nc(-c3ccccc3)c(Cc3ccccc3C(F)(F)F)n2c1
    1, 10, -19, x, -5, x, -0.1, 0.1
18: C[C@@H]1CCCCO[C@@H](CN(C)CC2CC2)[C@H](C)CN([C@H](C)CO)C(=O)c2cc(NC(=O)Nc3cccc4ccccc34)ccc2O1
    x, 8, x, 6, x, 3, 0.1, 0.0
19: S=c1[nH]nc(-c2ccc3ccccc3n2)n1-c1ccc(Cl)cc1
    -1, x, x, -2, x, -14, 0.0, x
20: COCCN1CCN(C(=O)c2ccc3nc(Cc4ccccc4F)oc3c2)CC1
    1, -4, -6, x, 1, -10, 0.1, x

Among those listed so far, 2 have a CF3 group.
Results follow in this order: FN deposit inh, EWS-Fli inh, RAD52 anneal inh, esBAF inh, S100A4 MyoIIA, RAD54 branch, XiGFP reactiv, E-sel inducer
9: O=C(Nc1ccc(C(F)(F)F)cc1)N1C[C@@H]2N[C@H](C1)C2c1ccc(-c2ccccc2)cc1 (stereo not given in full)
    -10&-7, -9&-8, 79*!, x, 10&25, x, 0.1&0.2, -0.1&0.3
17: COC(=O)c1ccc2nc(-c3ccccc3)c(Cc3ccccc3C(F)(F)F)n2c1
    1, 10, -19, x, -5, x, -0.1, 0.1

Carrying on.
Results follow in this order: FN deposit inh, EWS-Fli inh, RAD52 anneal inh, esBAF inh, S100A4 MyoIIA, RAD54 branch, XiGFP reactiv, E-sel inducer
21: O=C(NCC1CCCO1)C(c1ccco1)N(Cc1ccc(F)cc1)C(=O)CN1C(=O)c2ccccc2S1(=O)=O (stereo not given)
    6, 10, -5, 0, -16, 2, 0.5, x
22: COC(=O)c1ccc2nc(-c3ccc(C)cc3)c(CC3CCCCC3)n2c1
    -3, -16, -68, 24, 0, 4, 0.0, 2.0
23: COc1cc(C(=O)N2CCCC(c3cc(C(=O)NCc4ccccc4)no3)C2)cc(OC)c1C (stereo not given)
    x, 3, 2, -5, -4, 7, -0.1, -0.4
24: O=C(COc1ccc2ccc(=O)oc2c1)Nc1cc([N+](=O)[O-])ccc1F
    -2, -16, -10, 2, -1, 8, -0.1, 1.1
25: COc1ccc(NC(=O)N(C)C[C@H]2Oc3ccc(N(C)C)cc3CC(=O)N([C@@H](C)CO)C[C@H]2C)cc1
    x, x, 0, -4, -4, 0, 0.1, 9.2
26: CC(Oc1cc(F)ccc1[N+](=O)[O-])C(=O)N(C)CC(=O)Nc1ccccc1C(F)(F)F (stereo not given)
    x, -1, -17, x, 6, x, 0.0, x
27: O=C(CSc1nc2ncccc2[nH]1)Nc1ccc2c(c1)OCO2
    -4, -1, -13, x, 2, 0, 0.1, x
28: CCNC(=O)C[C@@H]1CC[C@@H](NC(=O)NC2CCCCC2)[C@@H](CO)O1
    7, 6, -2, -1, 6, -9, -0.6, 0.7
29: CCOC(=O)c1oc2ccccc2c1CN1CCN(C(=O)c2ccccc2)CC1
    -3, 1, -11, 2, -3, -1, 0.0, -0.2
30: CN(C)C(=O)c1ccc(-c2ccc([C@@H]3[C@H]4CN(C(=O)C5CCC5)CCCCN4[C@H]3CO)cc2)cc1
    x, 2, 1, x, -3, 0, x, x

(list continues)
entry	canonical_smiles	FN deposit inh	EWS-Fli inh	RAD52 anneal inh	esBAF inh	S100A4 MyoIIA	RAD54 branch	XiGFP reactiv	E-sel inducer
31	Cc1ccc(S(=O)(=O)Nc2cccc3c2O[C@@H](CN(C)S(=O)(=O)c2ccccc2)[C@H](C)CN([C@@H](C)CO)C3=O)cc1	x	-1	-8	-2	u	-6	0.1	-0.3
32	CCOC(=O)C1=CCN(S(=O)(=O)c2ccc(F)cc2)C1c1ccc(Cl)cc1 (stereo not given)	2	-3	-19	x	2	x	0.2	-0.2
33	CN(C)S(=O)(=O)c1ccc(SCC(=O)N2CC(=O)Nc3ccccc32)nc1	-3	11	-5	-2	-1	x	0.0	3.9
34	C[C@H]1CN([C@@H](C)CO)C(=O)c2c(c3ccccc3n2C)-c2ccccc2CO[C@@H]1CN(C)C(=O)Nc1ccc(-c2ccccc2)cc1	4	-15	-14	x	1	x	-0.2	-0.5
35	CCOC(=O)Nc1ccc2c(c1)N(C(=O)CN1CCN(C)CC1)c1ccccc1CC2	-2	-8	-3	4	-2	0	0.1	x
36	O=S(=O)(Nc1ccc(Br)cc1)c1cccc2nonc12	4	x	-16	-2	-9	0	-0.1	-0.2
37	Cc1ccsc1CN(C)C(=O)CN1C(=O)NC(c2ccccc2)(c2ccccc2)C1=O	-27	-1	-21	12	-5	-4	0.1	0.4
38	O=C(Cc1n[nH]c(=O)c2ccccc12)N1CCN(S(=O)(=O)c2ccc(F)c(Cl)c2)CC1	13	-2	-4	x	-1	0	0.1	-0.1
39	CN(CCCC1CCCC1)C(=O)CC1C(=O)NCCN1Cc1cccc(F)c1F (stereo not given)	-5	x	-38	7	11	0	0.1	-0.8
40	COc1ccc(-c2c(C#N)c(N)nc(Sc3ccc(Cl)cc3)c2C#N)cc1	2	13	-12	x	-2	x	0.3	x
41	O=C(Nc1ccccc1)[C@H]1[C@H](CO)[C@H]2Cn3c(cccc3=O)[C@H]2N1CC1CC1	x	9	10	-10	5	3	0.3	-0.9
42	CO[C@@H]1CN(C)C(=O)c2ccc(NC(=O)c3ccccc3)cc2OC[C@H](C)N(C(C)=O)C[C@H]1C	-12	-10	5	-11	8	0	0.4	0.3
43	CCCNC(=O)N1[C@H](C#N)[C@@H](c2ccc(-c3cccnc3)cc2)[C@@H]1CO	3	4	-30	-3	1	-6	0.1	-0.6
44	CC(C)C1C(=O)N(Cc2cn(CCC3OCCCO3)nn2)CCS(=O)(=O)N1Cc1ccc(-c2ccc(Cl)c(Cl)c2)cc1 (stereo not given)	1	-11	-4	2	4	10	0.0	-0.1
45	Cc1ccc(NC(=S)N2CCC(c3ccccc3)C2)c(Cl)c1 (stereo not given)	-12	33	-5	x	-1	x	0.0	-0.3
46	O=C(Nc1ccccc1)N[C@H]1CC[C@@H](CCNS(=O)(=O)c2cccc(F)c2)O[C@@H]1CO	x	7	-5	2	9	-1	-0.3	-0.4
47	Cc1c(Cl)c([N+](=O)[O-])nn1CC(=O)NCC1CCCO1 (stereo not given)	-4	8	-3	-7	-1	-2	0.0	0.0
48	C[C@@H]1CN([C@H](C)CO)C(=O)c2cc(C3=CCCC3)cnc2O[C@@H]1CN(C)C(=O)C1CCC1	x	-5	-6	-2	1	0	-0.9	0.8
49	Cc1ccc(S(=O)(=O)N(C)C[C@@H]2OCCCC[C@H](C)Oc3ccc(NS(=O)(=O)c4c(C)noc4C)cc3C(=O)N([C@H](C)CO)C[C@@H]2C)cc1	10	7	-40	-1	-6	-1	0.1	x
50	CC1CC(CC(C)C(=O)NC(=S)Nc2ccc(S(N)(=O)=O)cc2)C(=O)O1 (stereo not given)	-8	-3	-16	x	-3	x	0.2	x
51	CCN1C(=O)[C@H]2[C@@H](c3ccc(C(F)(F)F)cc3)N[C@]3(CCCN(Cc4ccc(Br)cc4)C3=O)[C@H]2C1=O	3	0	2	1	-7	-1	-0.1	x
52	COc1ccccc1-c1ccc([C@@H]2[C@@H](C#N)N(C(=O)NC(C)C)[C@@H]2CO)cc1	-9	-7	-26	0	-1	-5	0.2	0.2
53	COc1cccc(S(=O)(=O)N[C@H]2CC[C@H](CCN)O[C@H]2CO)c1	-10	-10	-7	0	5	-2	0.4	-0.4
54	C[C@H](O)[C@@H]1C(=O)N2CCc3ccc(-c4ccccc4)cc3[C@@H]2C[C@@H]1N(C)C(=S)Nc1ccc(F)cc1	5	12	-19	6	9	-3	-0.1	x

Look-ups from the entries so far.
Entry for cpd 50 in FN deposit inh: -8
Entry for cpd 34 in EWS-Fli inh: -15
Entry for cpd 31 in XiGFP reactiv: 0.1

Screening data from PubChem.
